Bioassay records deposited in PubChem BioAssay by several laboratories.
Mcl1 Noxa PPI: Mcl-1/Noxa binding inhibitors, primary screen, biochemical, TR-FRET, 1536-well; AID 1022, 2008; actives 1.5% (n = 220,000); TR-FRET Mcl-1/Noxa peptide binding, 2 h; Induced myeloid leukemia cell differentiation protein Mcl-1 (Homo sapiens), Q07820; inhibition, % at 21.7 µM;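 active = compounds that cut the protein-peptide binding signal by more than 50% relative to plate controls in a single-dose test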;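 note: His-tagged Mcl-1 with rhodamine Noxa BH3 peptide and terbium anti-His antibody; 0% = Mcl-1 plus Noxa peptide wells and 100% = peptide-only wells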
Target sequence (Q07820 whole entry, looked up): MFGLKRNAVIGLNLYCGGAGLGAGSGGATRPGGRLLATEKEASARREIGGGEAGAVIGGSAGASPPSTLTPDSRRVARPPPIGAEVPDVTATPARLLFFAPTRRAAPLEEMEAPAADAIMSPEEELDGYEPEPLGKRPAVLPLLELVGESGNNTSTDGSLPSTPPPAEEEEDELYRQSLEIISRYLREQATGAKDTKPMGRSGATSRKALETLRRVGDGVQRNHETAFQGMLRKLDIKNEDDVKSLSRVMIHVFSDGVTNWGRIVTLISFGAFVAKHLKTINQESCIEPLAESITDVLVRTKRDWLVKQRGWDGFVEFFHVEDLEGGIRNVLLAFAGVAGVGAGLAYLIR
Avidin bead fluor: green autofluorescence of compounds with avidin beads – biophysical, 488/530 nm, flow cytometry, artefact control, profiling panel. compound fluorescence 488/530 nm; hits give high values. fluorescence (KMESF) at 10 µM. actives 0.38% (n = 220,000). AID 1775, 2009; in the data active = fluorescence above about 47; note: inactives centre near 10
HRas wt GTP bind: modulators of GTP binding to HRas wildtype, primary screen, biochemical, bead-based flow cytometry, multiplex | GTPase HRas (Homo sapiens), P01112 | GTP binding activity, % at 10 µM | actives 0.14% (n = 190,000) | GST-Ras wt beads, Bodipy-FL-GTP binding; actives lie on both sides;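 active = GTP binding activity at least 20% away from the 100% baseline, either lowered as inhibitor or raised as activator; inconclusive = flagged as likely green fluorescent, judged across all proteins in the well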;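 note: 0% = unlabeled GTP competition control and 100% = no-compound control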
Pf gamet viab: late stage P. falciparum gametocyte viability inhibitors, primary screen, ATP luminescence, HTS; P. falciparum stage V gametocytes, 24 h; inhibition, % at 10.9 µM; actives 0.065% (n = 150,000); AID 743093, 2013;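 active = inhibition above the mean plus 3 SD of compounds within the control limits, set per campaign, cut at about 38% in these data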;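 note: 0% = DMSO wells and 100% = medium only without gametocytes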
Rac1 mut GTP: GTP binding modulators of activated mutant Rac1, primary screen, biochemical, bead-based flow cytometry, multiplex, fluorescent GTP. Ras-related C3 botulinum toxin substrate 1 (Homo sapiens), P63000. GST-Rac1 activated beads; actives lie on both sides; 100% means binding = to untreated wells. percent activity (GTP binding), % at 10 µM. actives 0.11% (n = 190,000). AID 764, 2007;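 active = GTP binding at least 20 percentage points away from the 100% baseline, in either direction, so actives lie on both sides; inconclusive = Compound likely fluorescent itself, or too few beads counted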
ABCB1 block: ABCB1 efflux pump inhibitors, primary screen, cell-based, multiplex, flow cytometry, ABCG2 counter-screen; inhibition, % at 6.6 µM; CCRF-Adr cells, JC-1 efflux; ATP-dependent translocase ABCB1 (Homo sapiens), P08183; actives 0.067% (n = 190,000); in the data active = inhibition above about 40%;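 note: 0% = vehicle and 100% = reference inhibitor; higher value means more JC-1 retained so stronger ABCB1 efflux block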
Rab7 wt GTP bind: modulators of GTP binding to Rab7, primary screen, biochemical, wildtype, multiplex bead flow cytometry; Rab7 GTPase wild type (dog), Bodipy-FL-GTP binding; GST-Rab7 beads, fluorescent GTP binding; actives lie on both sides; untreated = 100%, excess cold GTP = 0%; GTP binding activity (percent of control), % at 10 µM; actives 0.055% (n = 190,000); AID 758, 2007;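 active = fluorescent GTP binding to Rab7 beads changed by at least 20 points from the 100% baseline, either direction, mostly lower; inconclusive = compound itself probably fluorescent, or too few beads counted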;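 note: median green fluorescence of bound Bodipy-FL-GTP per Rab7 bead population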
Rac1 wt GTP bind: wildtype Rac1 GTP binding modulators, primary screen, biochemical, GST-Rac1 beads, flow cytometry, multiplex | Ras-related C3 botulinum toxin substrate 1 (Homo sapiens), P63000 | fluorescent GTP binding; actives lie on both sides; 0 = cold GTP competed, 100 = untreated | GTP binding activity (% of control), % at 10 µM | actives 0.27% (n = 190,000) | AID 757, 2007;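 active = GTP binding activity at least 20 points away from the 100% control level, either lower or higher; inconclusive = compound flagged as likely green fluorescent, judged across all proteins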
Cdc42 wt: modulators of GTP binding to wildtype Cdc42, primary screen, biochemical, multiplex bead flow cytometry, Bodipy-GTP; GST-Cdc42 beads; actives lie on both sides; percent activity (GTP binding), % at 10 µM; actives 0.2% (n = 190,000); AID 761, 2007;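 active = percent activity GTP binding at least 20 points away from the 100% baseline, either down as inhibitor or up as activator; inconclusive = compound flagged as likely green fluorescent from well-wide comparison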;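 note: median bead fluorescence of bound Bodipy-FL-GTP at 100 nM; 0% = excess unlabeled GTP control and 100% = no compound control; below 100% means less GTP binding so inhibitor and above means activator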
ABCG2 inh: ABCG2 efflux pump inhibitors, primary screen, multiplex with ABCB1, IgMXP3 cells, flow cytometry; Broad substrate specificity ATP-binding cassette transporter ABCG2 (Homo sapiens), Q9UNQ0; JC-1 efflux; actives 0.1% (n = 190,000); inhibition, % at 6.6 µM;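 active = inhibition above 80%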;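 note: 0% = DMSO and 100% = nicardipine control wells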
Target sequence (Q9UNQ0 whole entry, looked up): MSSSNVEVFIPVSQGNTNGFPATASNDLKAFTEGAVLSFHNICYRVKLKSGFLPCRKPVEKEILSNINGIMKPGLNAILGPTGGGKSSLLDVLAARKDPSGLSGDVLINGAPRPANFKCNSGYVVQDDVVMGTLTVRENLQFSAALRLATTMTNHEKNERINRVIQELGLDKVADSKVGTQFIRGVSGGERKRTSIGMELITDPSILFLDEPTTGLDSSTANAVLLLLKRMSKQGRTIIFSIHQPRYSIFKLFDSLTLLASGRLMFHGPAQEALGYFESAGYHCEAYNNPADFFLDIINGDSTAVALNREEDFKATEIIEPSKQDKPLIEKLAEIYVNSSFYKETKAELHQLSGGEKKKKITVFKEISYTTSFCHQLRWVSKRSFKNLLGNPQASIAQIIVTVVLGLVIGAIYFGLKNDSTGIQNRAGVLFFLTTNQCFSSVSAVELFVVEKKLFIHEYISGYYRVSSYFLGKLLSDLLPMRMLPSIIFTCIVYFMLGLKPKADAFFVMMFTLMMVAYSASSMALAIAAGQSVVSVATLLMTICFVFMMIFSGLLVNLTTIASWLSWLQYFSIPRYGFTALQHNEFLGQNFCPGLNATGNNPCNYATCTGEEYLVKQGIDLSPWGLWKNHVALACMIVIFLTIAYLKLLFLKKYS
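Test system: IgMXP3 (ABCG2) plus far-red-tagged CCRF-Adr (ABCB1) cells / Amount: 3 million cells/mL in well / Reagent: JC-1 transporter substrate / Timing: 10 min compound exposure, 25 °C / Signal: flow cytometry, 530 nm JC-1 signal / Read-out: percent efflux inhibition, scaled nicardipine 100% to DMSO 0% / Benchmarks: nicardipine as high control, DMSO as low control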
Rab2A wt mod: modulators of GTP binding to Rab2A wildtype, primary screen, biochemical, dog, bead-based flow cytometry, multiplex | Ras-related protein Rab-2A (Canis lupus familiaris), P61105 | GST-Rab2 wt beads, Bodipy-GTP binding | GTP binding activity, % at 10 µM | actives 0.19% (n = 190,000);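 active = GTP binding activity at least 20 points away from 100%, either lowered or raised; inconclusive = signal likely due to the compound's own green fluorescence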;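 note: 0% = beads with excess unlabeled GTP and 100% = no-compound control corrected for plate trend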
Numbers without * were called inactive; ? = inconclusive; · = not tested or not shown.

nr	SMILES	Mcl1 Noxa PPI	Avidin bead fluor	HRas wt GTP bind	Pf gamet viab	Rac1 mut GTP	ABCB1 block
1	CCOc1ccc(-n2c(SCc3ccc([N+](=O)[O-])cc3)nnc2-c2ccc(OC)cc2)cc1	21	15	101	·	100	0.2
2	Cn1c(SCC2CCCCC2)nnc1-c1ccncc1	3	26	99	·	96	0.6
3	Nc1cc2nsnc2cc1Br	61*	7	93	·	95	0.6
4	O=C(Oc1cccnc1)c1cc2ccccc2oc1=O	·	9	?	12	?	0.4
5	O=C(CN1C(=O)c2ccccc2C1=O)NCCc1c[nH]c2ccc(Cl)cc12	12	14	96	-88	96	0.7
6	CC(C)c1nc2ccccn2c1NC1CCCCC1	10	16	101	·	99	-1.0
7	CN(C)S(=O)(=O)Nc1cc(Cl)cc(Cl)c1	0	5	95	·	94	0.8
8	CCN(CC)S(=O)(=O)c1ccc(N2CCCC2)c(NC(=O)c2ccc(OC)cc2OC)c1	-16	23	92	5	93	0.8
9	O=C1/C(=C\c2ccco2)SC(=S)N1c1ccccc1	11	22	99	-5	99	-0.2
10	O=C(CCCc1c[nH]c2ccccc12)N1CCCCCC1	7	10	101	-8	98	0.3
11	CCOC(=O)CNC(=O)C12CC3CC(CC(C3)C1)C2	5	41	99	0	95	0.6
12	COc1cccc(C(=O)C2=NN(C(C)=O)CC2c2ccco2)c1 (stereo unspecified)	-8	5	99	·	93	0.4

nr	Rab7 wt GTP bind	Rac1 wt GTP bind	Cdc42 wt	ABCG2 inh	Rab2A wt mod
1	100	102	102	-2	99
2	98	101	102	28	98
3	94	93	94	4	92
4	?	?	?	3	?
5	94	99	95	65	93
6	99	107	100	5	100
7	107	97	95	0	97
8	94	95	94	8	93
9	101	102	101	-1	97
10	105	109	105	2	104
11	96	97	100	2	96
12	97	101	96	1	99

Sorted by formula weight (highest first): some entries from above
nr	SMILES	Mcl1 Noxa PPI	Avidin bead fluor	HRas wt GTP bind	Pf gamet viab	Rac1 mut GTP	ABCB1 block
1	CCOc1ccc(-n2c(SCc3ccc([N+](=O)[O-])cc3)nnc2-c2ccc(OC)cc2)cc1	21	15	101	·	100	0.2
12	COc1cccc(C(=O)C2=NN(C(C)=O)CC2c2ccco2)c1 (stereo unspecified)	-8	5	99	·	93	0.4
3	Nc1cc2nsnc2cc1Br	61*	7	93	·	95	0.6

nr	Rab7 wt GTP bind	Rac1 wt GTP bind	Cdc42 wt	ABCG2 inh	Rab2A wt mod
1	100	102	102	-2	99
12	97	101	96	1	99
3	94	93	94	4	92

(more compounds)
nr	SMILES	Mcl1 Noxa PPI	Avidin bead fluor	HRas wt GTP bind	Pf gamet viab	Rac1 mut GTP	ABCB1 block
13	COc1ccc(CSc2nnnn2Cc2ccccc2)cc1OC	-30	3	98	4	96	0.3
14	CS(=O)(=O)N1CCN(c2ccccc2NC(=O)Cc2ccc(Cl)cc2)CC1	11	8	102	·	101	0.8
15	Cn1c(=O)c2c(ncn2CC(=O)Nc2nc(-c3ccccc3Cl)cs2)n(C)c1=O	0	7	99	-17	98	0.4
16	CCc1nc(SCC(=O)Nc2cccc(C(F)(F)F)c2)c2c(=O)n(C)c(=O)n(C)c2n1	11	7	97	·	94	0.8
17	O=[N+]([O-])c1cccc2c(N3CCOCC3)ccnc12	0	11	100	2	96	0.7
18	CCS(=O)(=O)N1CCN(C(=O)c2ccccc2[N+](=O)[O-])CC1	-3	9	94	8	95	0.3
19	CCOc1ccc2nc(NC(=O)/C=C/c3ccc4c(c3)OCO4)sc2c1	56*	13	104	-7	103	-0.7
20	Cc1ccc(S(=O)(=O)n2cnc3ccccc32)c(C)c1	14	30	101	-9	98	0.0
21	COc1ccc(N/C=C(\C#N)c2ccc(OCCCF)cc2)cc1	0	7	101	-9	99	0.8
22	COc1ccc(C2CC(c3ccc(Cl)c(Cl)c3)Nc3nc(N)nn32)cc1 (stereo unspecified)	8	7	101	·	98	-2.4
23	COc1ccc(C(=O)NCCCCCC(=O)N/N=C/c2ccco2)cc1OC	0	5	98	3	99	0.5
24	CC(C)CCN(C(=O)Nc1ccccc1)C(C)c1cccs1 (stereo unspecified)	0	12	96	·	98	0.2

nr	Rab7 wt GTP bind	Rac1 wt GTP bind	Cdc42 wt	ABCG2 inh	Rab2A wt mod
13	95	100	99	2	97
14	102	110	104	3	103
15	95	102	102	7	99
16	99	96	95	6	94
17	103	99	97	9	98
18	96	94	105	6	95
19	98	104	102	-4	102
20	101	113	102	1	102
21	101	100	100	8	100
22	103	102	97	-4	100
23	96	103	101	5	98
24	96	100	100	0	96

Additional compounds.
nr	SMILES	Mcl1 Noxa PPI	Avidin bead fluor	HRas wt GTP bind	Pf gamet viab	Rac1 mut GTP	ABCB1 block
25	CCOC(=O)c1cnc(-n2nc(C)cc2C)nc1NNc1cc(-c2ccccc2)nc(C)n1	-71	4	102	·	100	1.4
26	O=S(=O)(NCC1CCCO1)c1cnc(Cl)c(Br)c1 (stereo unspecified)	12	6	100	-3	98	4.5
27	O=C(NCc1ccccc1Cl)C1CCC(CNc2c(N3CCCCC3)c(=O)c2=O)CC1 (stereo unspecified)	1	3	92	·	93	-0.7
28	CCN(CC)C(=O)C(=O)Nc1ccc(OC)c(Cl)c1	-11	12	97	17	98	0.4
29	Cc1c(Cl)cccc1NC(=O)CCC(=O)NNC(=O)c1ccccc1	9	6	103	-17	102	0.3
30	Cc1cccc(N2C(=O)CS/C2=N\NC(=O)c2ccc(Br)cc2)c1C	26	20	100	·	97	1.0
31	CCN1C(=O)/C(=C/c2cccs2)SC1=Nc1ccc(OC)cc1	7	37	104	·	102	0.5
32	CN(C(=O)COC(=O)c1c2c(nc3ccccc13)/C(=C/c1cccc([N+](=O)[O-])c1)CCC2)C1CCS(=O)(=O)C1 (stereo unspecified)	21	13	99	-2	99	3.8
33	COc1ccc(C(=O)Nc2cc(C)on2)cc1S(=O)(=O)N1CC(c2ccccc2)CC1=O (stereo unspecified)	11	7	100	0	96	0.1
34	Cc1ccc(N2C(=O)NC(NC(=O)C3CC3)(C(F)(F)F)C2=O)cc1 (stereo unspecified)	4	14	103	-6	102	0.9
35	Cc1csc(NC(=O)C2CCN(S(=O)(=O)c3cccs3)CC2)n1	-9	24	?	-58	?	-0.1
36	CC(=O)c1cccc(NC=C2C(=O)OC3(CCCCC3)OC2=O)c1	25	15	100	1	98	0.2

nr	Rab7 wt GTP bind	Rac1 wt GTP bind	Cdc42 wt	ABCG2 inh	Rab2A wt mod
25	104	106	103	-3	102
26	98	103	101	17	100
27	95	89	92	0	93
28	97	97	99	3	98
29	104	107	102	2	104
30	99	102	99	1	98
31	102	106	107	4	103
32	97	106	102	9	100
33	96	103	99	1	100
34	108	105	104	12	98
35	?	?	?	1	?
36	95	100	100	0	101

Brought forward from above: two compounds, followed by the next part.
nr	SMILES	Mcl1 Noxa PPI	Avidin bead fluor	HRas wt GTP bind	Pf gamet viab	Rac1 mut GTP	ABCB1 block
35	Cc1csc(NC(=O)C2CCN(S(=O)(=O)c3cccs3)CC2)n1	-9	24	?	-58	?	-0.1
36	CC(=O)c1cccc(NC=C2C(=O)OC3(CCCCC3)OC2=O)c1	25	15	100	1	98	0.2
37	CC(=O)N1CCN2C(=O)C1CCCC(=O)c1cc(C)ccc12 (stereo unspecified)	2	6	100	·	99	-0.5
38	Cc1cccc(C(=O)NC(CC(=O)O)c2ccc(OC3CCCC3)cc2)c1[N+](=O)[O-] (stereo unspecified)	10	7	96	·	91	0.4
39	COC(=O)C1=C(N)Oc2cc(C)n(Cc3cccnc3)c(=O)c2C1c1ccc(OC)c(OC)c1 (stereo unspecified)	25	14	?	14	?	0.8
40	Cc1sc2ncn3cnnc3c2c1C	-17	7	98	·	99	-1.2
41	O=C(CCc1ccccc1)N/N=C/c1cc(Br)ccc1O	12	10	98	4	98	-0.2

nr	Rab7 wt GTP bind	Rac1 wt GTP bind	Cdc42 wt	ABCG2 inh	Rab2A wt mod
35	?	?	?	1	?
36	95	100	100	0	101
37	101	103	98	-7	100
38	95	97	93	1	93
39	?	?	?	2	?
40	94	100	98	5	98
41	100	102	102	12	98

Outcome played no part in choosing rows; about 2.3% have a hit in one of these screens.
